K1F lysis inhibition: inhibition of K1F phage lysis, E. coli UTI89, bacterial capsule biogenesis inhibitors, alamar blue (AID 488966) | E. coli UTI89 K1F phage lysis, alamar blue, 2 h; higher % means a stronger effect | actives 0.02% (n = 340,000) | one-dose inhibition, % at 100 µM; IC50 in µM for titrated hits;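 active means phage lysis inhibition, versus mean bacterial control, above a set limit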;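 further: capsule biogenesis inhibitors block K1F phage lysis so surviving cells raise fluorescence; higher fluorescence means more inhibition of phage lysis; actives were called in the ten point dose series up to 300 µM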
* hit, by the source's call; [ ] = another dose, or the depositor's remark. A portion of the library; rates above refer to the full screens.

Start of the data: the first 20 records, ahead of the listing:
item	molecule	K1F lysis inhibition
1	O=C(COC(=O)c1cc(S(=O)(=O)N2CCOCC2)ccc1F)NC1CC1	0.4%[50 µM]
2	COc1cc(OC)cc(C(=O)N2CCN(C3CCC(C)CC3)CC2)c1 (stereo not given)	0.8%
3	CN1CCN(C(CNC(=O)C(=O)NC2CCCC2)c2ccc(F)cc2)CC1 (stereo not given)	1.4%[50 µM]
4	CCn1c(CCNC(=O)c2cccs2)nnc1SCC(=O)c1ccc(OC)cc1	0.7%
5	CCCCn1c(N)c(N(CC(C)C)C(=O)c2ccc(S(=O)(=O)N3CCC(C)CC3)cc2)c(=O)[nH]c1=O	1.2%[50 µM]
6	O=C(c1ccc(Cl)c([N+](=O)[O-])c1)N1CCN(S(=O)(=O)c2ccc(Cl)cc2)CC1	0.4%[50 µM]
7	O=C1NCCOC(=O)[C@@H](Cc2ccc(F)cc2)CC/C=C/C[C@@H]1CC(=O)N(CCO)Cc1ccccc1	-0.2%
8	CC(=NNc1nc2ccccc2o1)c1ncccn1	3.3%
9	CC(C)CC1NC(=O)N(CC(=O)NC2CCCCC2)C1=O (stereo not given)	1.2%[50 µM]
10	COc1cccc(CNC(=O)Cc2csc(NC(=O)Nc3ccccc3OC)n2)c1	-0.3%[50 µM]
11	CC(C)C[C@H]1CN([C@@H](Cc2ccc(O)cc2)CN2CCC[C@@H]2CN2C(=O)C(=O)NC[C@@H]2Cc2ccccc2)C(=O)C(=O)N1CC1CCCCCC1	0.5%
12	CC1C(=O)N2CCCc3cc(NC(=O)C(=O)NCCc4c[nH]c5ccccc45)cc1c32 (stereo not given)	0.8%[50 µM]
13	O=C(CCN1CCN(c2ccccc2)CC1)NNC(=O)Cc1c(F)cccc1Cl	1.8%[50 µM]
14	CC1=NN(c2ccccc2)C(c2ccco2)C1 (stereo not given)	0.2%
15	O=c1[nH]snc1-c1c(Cl)cccc1Cl	-1.0%
16	CCN1CCn2c3c(c4cc(Br)ccc42)CCCC31 (stereo not given)	0.7%
17	Cc1ccc(NCC(=O)N2CCN(S(=O)(=O)c3ccccc3)CC2)cc1F	0.6%[50 µM]
18	O=C(C(=NNc1ccccc1)c1ccccc1)c1ccccc1	1.0%
19	Cc1[nH]c(=O)[nH]c(=S)c1C(=O)Nc1ccc(Cl)c(Cl)c1	-1.2%
20	O=C(Nc1ccccc1)C1CCCN(C(=O)c2ccc(F)cc2)C1 (stereo not given)	0.5%[50 µM]

Results (from the top)
item	molecule	K1F lysis inhibition
1	O=C(COC(=O)c1cc(S(=O)(=O)N2CCOCC2)ccc1F)NC1CC1	0.4%[50 µM]
2	COc1cc(OC)cc(C(=O)N2CCN(C3CCC(C)CC3)CC2)c1 (stereo not given)	0.8%
3	CN1CCN(C(CNC(=O)C(=O)NC2CCCC2)c2ccc(F)cc2)CC1 (stereo not given)	1.4%[50 µM]
4	CCn1c(CCNC(=O)c2cccs2)nnc1SCC(=O)c1ccc(OC)cc1	0.7%
5	CCCCn1c(N)c(N(CC(C)C)C(=O)c2ccc(S(=O)(=O)N3CCC(C)CC3)cc2)c(=O)[nH]c1=O	1.2%[50 µM]
6	O=C(c1ccc(Cl)c([N+](=O)[O-])c1)N1CCN(S(=O)(=O)c2ccc(Cl)cc2)CC1	0.4%[50 µM]
7	O=C1NCCOC(=O)[C@@H](Cc2ccc(F)cc2)CC/C=C/C[C@@H]1CC(=O)N(CCO)Cc1ccccc1	-0.2%
8	CC(=NNc1nc2ccccc2o1)c1ncccn1	3.3%
9	CC(C)CC1NC(=O)N(CC(=O)NC2CCCCC2)C1=O (stereo not given)	1.2%[50 µM]
10	COc1cccc(CNC(=O)Cc2csc(NC(=O)Nc3ccccc3OC)n2)c1	-0.3%[50 µM]
11	CC(C)C[C@H]1CN([C@@H](Cc2ccc(O)cc2)CN2CCC[C@@H]2CN2C(=O)C(=O)NC[C@@H]2Cc2ccccc2)C(=O)C(=O)N1CC1CCCCCC1	0.5%
12	CC1C(=O)N2CCCc3cc(NC(=O)C(=O)NCCc4c[nH]c5ccccc45)cc1c32 (stereo not given)	0.8%[50 µM]

The list continues:
item	molecule	K1F lysis inhibition
13	O=C(CCN1CCN(c2ccccc2)CC1)NNC(=O)Cc1c(F)cccc1Cl	1.8%[50 µM]
14	CC1=NN(c2ccccc2)C(c2ccco2)C1 (stereo not given)	0.2%
15	O=c1[nH]snc1-c1c(Cl)cccc1Cl	-1.0%
16	CCN1CCn2c3c(c4cc(Br)ccc42)CCCC31 (stereo not given)	0.7%
17	Cc1ccc(NCC(=O)N2CCN(S(=O)(=O)c3ccccc3)CC2)cc1F	0.6%[50 µM]
18	O=C(C(=NNc1ccccc1)c1ccccc1)c1ccccc1	1.0%
19	Cc1[nH]c(=O)[nH]c(=S)c1C(=O)Nc1ccc(Cl)c(Cl)c1	-1.2%
20	O=C(Nc1ccccc1)C1CCCN(C(=O)c2ccc(F)cc2)C1 (stereo not given)	0.5%[50 µM]
21	COCCn1c(N)c(N(Cc2ccccc2)C(=O)c2cc(=O)[nH]c3ccccc23)c(=O)[nH]c1=O	0.1%[50 µM]
22	COc1cc(S(=O)(=O)NCC(c2ccco2)N2CCCCC2)ccc1NC(C)=O (stereo not given)	0.5%[50 µM]
23	CCN1C(=O)[C@H]2[C@@H](c3ccc(-c4ccc(OC)cc4)cc3)N[C@@](C)(C(=O)OC)[C@H]2C1=O	3.6%
24	COc1cc(C(=O)C(=O)c2ccc(OC)c(OC)c2)ccc1O	1.1%

Additional results:
item	molecule	K1F lysis inhibition
25	COc1ccccc1-c1sc2ccccc2c1-c1ccc(OCCN2CCCCC2)cc1	-0.1%
26	CCN(C(=O)COC(=O)Cc1coc2cc(C)ccc12)c1c(N)n(Cc2ccccc2)c(=O)[nH]c1=O	0.2%[50 µM]
27	O=S(=O)(O)c1cccnc1SCc1ccccc1	-1.2%
28	Cc1ccc(-c2nnn(CC(=O)NC(=O)NC3CCCCC3)n2)cc1	-0.9%[50 µM]
29	CCCCOc1ccc(C(=O)OCC(=O)N2CCCCCC2)cc1	4.1%
30	CN(CC(=O)N(C)CC(=O)Nc1c(Cl)cccc1Cl)Cc1ccc(Br)s1	0.8%[50 µM]
31	CC(Sc1ccc(Cl)cc1)C(=O)NNC(=O)c1ccco1 (stereo not given)	-0.8%
32	Cc1c(C)n2c(SCC(=O)N3CCOCC3)nnc2[nH]c1=O	0.7%[50 µM]
33	Clc1ccc(CSc2ncnc3c2ncn3C2CCCCO2)cc1 (stereo not given)	-0.8%
34	COc1ccc(C(=O)OCC(=O)Nc2cccc(S(=O)(=O)N3CCCCCC3)c2)cc1[N+](=O)[O-]	0.2%[50 µM]
35	O=C(CN1C(=O)NC2(CCCCC2)C1=O)N(Cc1ccco1)Cc1cccs1	0.2%[50 µM]
36	CCOC(=O)C1=C(COC(=O)CNC(=O)c2ccc(Cl)cc2Cl)NC(=O)NC1C (stereo not given)	1.1%[50 µM]

Remaining list, next part:
item	molecule	K1F lysis inhibition
37	Cc1nn(CC(=O)NC2CCC(C)CC2)c(=O)c(C#N)c1C (stereo not given)	0.6%[50 µM]
38	CSc1ccccc1NC(=O)COC(=O)CCCOc1ccc(C)cc1	0.7%[50 µM]
39	COc1ccccc1NS(=O)(=O)c1ccc(C)c(NC(=O)C2CCCO2)c1 (stereo not given)	0.3%[50 µM]
40	CN(C(=O)Cn1cc([N+](=O)[O-])ccc1=O)C1CCCCC1	0.3%[50 µM]
41	CCC(CO)Oc1cc(NC(=O)c2ccc(Cl)cc2)c2ncn(C(C)C)c2c1 (stereo not given)	-0.3%
42	O=C(Nc1cc(C2CC2)nn1-c1ccccc1)c1ccc(F)cc1	-0.4%
43	COC(=O)c1ccc(NC(=O)CSc2nc(=O)n3cccc(C)c3n2)cc1	1.4%[50 µM]
44	O=S1(=O)c2c(Oc3cccc4ccccc34)cccc2OC(COCc2ccccc2)CN1C1CCCC1 (stereo not given)	0.1%
45	O=C(O)c1ccccc1NC(=O)C(c1ccccc1)c1ccccc1	0.6%
46	CCCCn1nc(C(=O)Nc2cccc(C(=O)NC3CC3)c2)c2ccccc2c1=O	0.1%
47	O=C(Cn1cnc2c(NCc3ccccc3)ncnc21)NCc1ccc2c(c1)OCO2	0.2%
48	COc1ccc([C@H]2CC(=O)C=C(c3ccc(C)c(F)c3)C2)cc1	-0.8%

Continuation:
item	molecule	K1F lysis inhibition
49	COc1cc(C(=O)NCc2cccnc2)ccc1OCC(=O)Nc1cccc(C(F)(F)F)c1	0.6%[50 µM]
50	CCn1c2ccccc2c2nnc(SCN3C(=O)c4ccccc4C3=O)nc21	0.6%
51	Cc1ccccc1Oc1ccc2c(c1)[C@@H]1C[C@H](N(C)C(=O)Nc3cc(Cl)cc(Cl)c3)[C@H]([C@H](C)O)C(=O)N1CC2	0.4%
52	COc1cc(NC(=O)CSc2nnc3ccc(-c4cccnc4)nn23)cc(OC)c1	0.9%[50 µM]
53	CCC1CCCCN1C(=O)COC(=O)c1cc(C)nc2ccccc12 (stereo not given)	0.9%[50 µM]
54	COc1ccc2oc(C(=O)OCC(=O)N3CC(C)CC(C)C3)c(C)c2c1 (stereo not given)	0.9%[50 µM]
55	Cc1ccccc1OCCC(=O)Nc1ccccc1C(=O)N1CCCCC1	0.2%[50 µM]
56	CC(=O)c1ccc(S(=O)(=O)N2CCN(CCOc3ccc(Br)cc3)CC2)cc1	1.0%[50 µM]
57	O=C(/C=C/c1ccco1)OCC(=O)c1ccc(OC(F)F)cc1	0.8%[50 µM]
58	C=CCNc1nc(C(=O)OCC(=O)NCc2ccccc2OC)cs1	1.3%[50 µM]
59	Cc1cccc(C)c1NC(=O)CN1CCN(C(=O)CNC(=O)c2ccc(N3CCCC3=O)cc2)CC1	0.6%[50 µM]
60	O=C(CN1C(=O)C2(OCCO2)c2cc(Br)ccc21)NO	0.0%

(list continues)
item	molecule	K1F lysis inhibition
61	N#Cc1ccc(-c2ccc(C3Nc4ccccc4C(=O)N3O)o2)cc1 (stereo not given)	-1.2%
62	COc1ccccc1S(=O)(=O)NCc1ccc(C(=O)N(C)Cc2ccc(F)cc2)cc1	0.1%[50 µM]
63	Cc1ccccc1COn1nnc2ccc(S(=O)(=O)N3CCOCC3)cc21	0.5%[50 µM]
64	OCCOCCn1c(CCNc2nc(-c3ccc(Cl)cc3)cs2)nc2cc(Cl)c(Cl)cc21	0.5%
65	COc1ccc(S(=O)(=O)Cc2ccc(C(=O)N3CCN(c4ncccn4)CC3)o2)cc1	-3.4%
66	C[C@@H]1NC(=O)N[C@@H]1CCCCCC(=O)O	3.6%
67	CC(OC(=O)CCN=C1NS(=O)(=O)c2ccccc21)C(=O)Nc1ccc(F)c(F)c1F (stereo not given)	-0.1%[50 µM]
68	N#CCc1ccnc2ccccc12	0.3%
69	CCC(C)[C@H](NS(=O)(=O)c1ccc(F)cc1Br)C(=O)OC (stereo not given in full)	0.2%
70	CC1CCc2sc(C(=O)NC3CCN(Cc4ccccc4)CC3)cc2C1 (stereo not given)	0.5%[50 µM]
71	Cc1cc(C)n2nc(SCC(=O)Nc3ccc(F)cc3[N+](=O)[O-])nc2n1	0.5%[50 µM]
72	S=c1nn[nH]c2ccccc12	-2.0%
73	Cc1ccc(C(=O)OCC(=O)NC(=O)c2ccccc2)o1	1.3%[50 µM]
74	Cc1ccc2sc(N3CCN(C(=O)c4ccc([N+](=O)[O-])o4)CC3)nc2c1C	-0.9%[50 µM]

Fetched by compound from the list above:
item	molecule	K1F lysis inhibition
66	C[C@@H]1NC(=O)N[C@@H]1CCCCCC(=O)O	3.6%
67	CC(OC(=O)CCN=C1NS(=O)(=O)c2ccccc21)C(=O)Nc1ccc(F)c(F)c1F (stereo not given)	-0.1%[50 µM]
